Screening data deposited in PubChem BioAssay by several laboratories.
KOR beta-arrestin-1: KOR agonists, beta-arrestin recruitment, primary screen, cell-based, luminescence, uHTS (AID 1777) | KOR beta-arrestin recruitment, luminescence; higher % means a stronger effect | one-dose activation, % at 10 µM; EC50 in µM for titrated hits | actives 0.02% (n = 280,000); in the data active means activation above about 50%, passing the limit was not always enough; further: a part of the inactive calls stands beside numbers as strong as those of hits
Yfh1-off respiration: mitochondrial function rescue without frataxin homolog – Friedreich's ataxia, plus single-dose screen, dose response (AID 1465); S. cerevisiae Yfh1-off respiration, WST-1 reduction, 72 h; higher fold induction means a stronger effect; one-dose fold induction at 50 µM; EC50 in µM for titrated hits; actives 0.074% (n = 220,000);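 active means fold induction of absorbance versus untreated yeast above a set limit, then at least 30% activation at any dose in follow-up; inconclusive means repeats straddling the limit, or above it without dose testing; inactive means fold induction below the set limit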;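 further: activators that raise dye reduction in frataxin-depleted yeast; strong numbers were not always called active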
NS5 inhibitors: flavivirus cap methylation enzyme inhibition – biochemical, confirmation dose response, primary screen (AID 588689); Dengue-2 NS5 methyltransferase capping enzyme assay, biochemical; higher % means a stronger effect; inhibition, % at 25 µM, or IC50 in µM where a hit was titrated; actives 0.3% (n = 340,000); in the data active means a potency from the dose series; inconclusive means inhibition above about 29% without an active follow-up result
AID2073: inhibitors of Mint1-CaV2.2 protein interaction, biochemical, HTRF (AID 2073); inhibition, % at 20 µM, or IC50 in µM where a hit was titrated; HTRF protein-protein interaction, Mint1-CaV2.2; higher % means a stronger effect; actives 0.19% (n = 290,000); in the data active means inhibition mostly above about 51%, no sharp cut-off; inconclusive means no clear call, values can overlap the other calls; inactive means mostly below about 53%; further: some results filed as inactive read as strong as hits
NOD2 inhibition: NOD2 signaling inhibitors, cell-based, luminescence, uHTS, HEK293 (AID 1566); actives 0.63% (n = 290,000); one-dose inhibition, % at 4 µM; EC50 in µM for titrated hits; HEK293 NOD2/NF-kB luciferase reporter, luminescence; higher % means a stronger effect; further: many of its hits are not listed in these tables
NOD1 inhibition: inhibition of NOD1-driven NF-kB reporter – cell-based, luminescence, uHTS, primary screen (AID 1578); actives 1% (n = 290,000); inhibition, % at 4 µM, or EC50 in µM where a hit was titrated; NOD1-driven NF-kB luciferase reporter cells, luminescence; higher % means a stronger effect; in the data active means inhibition mostly above about 36%, no sharp cut-off; inactive means mostly below about 34%;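 further: HEK-293T reporter cells stimulated with the NOD1 agonist gamma-tri-DAP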
HIV peptide binding: inhibitors of HIV fusion peptide binding, primary screen, biochemical, uHTS, fluorescence dequenching (AID 1986); actives 0.3% (n = 290,000); inhibition, % at 20 µM, or IC50 in µM where a hit was titrated; cell-free peptide binding, fluorescence dequenching, 30 min; higher % means a stronger effect; in the data active means inhibition mostly above about 52%, no sharp cut-off; inactive means mostly below about 76%; further: some results filed as inactive read as strong as hits
KOR beta-arrestin-2: kappa opioid receptor blockers – cell-based, luminescence, uHTS (AID 1778). KOR beta-arrestin recruitment, luminescence, antagonist mode; higher % means a stronger effect. inhibition, % at 10 µM; hits with a dose series show IC50 in µM. actives 0.091% (n = 290,000); further: strong numbers were not always called active
West Nile virus CPE: West Nile virus antiviral activity, cell-based, CPE readout (AID 1621); one-dose CPE inhibition, % at 10 µM; IC50 in µM for titrated hits; West Nile virus-infected cells, CPE inhibition; higher % means a stronger effect; actives 0.02% (n = 290,000); in the data active means a potency from the dose series; inconclusive means CPE inhibition mostly from about 3.7% at the one dose, without a potency; inactive means the rest, 99 in 100 with CPE inhibition below about 2.2%; further: strong numbers were not always called active
NS5 inhibitors pilot replicate: further read-out of NS5 inhibitors, marked with its call; inhibition, %; measured here: pilot screen replicate inhibition
Starred values were filed as active, the others as inactive; i = inactive; ? = inconclusive; . = no result given; [ ] = remark or other dose. Unless noted, no stated cut-off is given here; in the data, active means inhibition above about 50%; inactive means the rest. Only part of the results is shown; rates above refer to the full screens.

SMILES	KOR beta-arrestin-1	Yfh1-off respiration	NS5 inhibitors	AID2073	NOD2 inhibition	NOD1 inhibition	HIV peptide binding	KOR beta-arrestin-2	West Nile virus CPE	others
CCOC(=O)c1nccnc1C(=O)Nc1ccc(C(F)(F)F)cc1	2.6%	i	-3.0%	?	3.8%	-23.2%	0.5%	-33.5%	0.1%
COc1ccc(NC(=O)CN2CCN(C(=O)C3CCCO3)CC2)c(OC)c1 (configuration not stated)	0.5%	.	-1.9%	0.9%	12.1%	-12.6%	0.1%	-2.0%	0.7%
COc1ccc(-c2nc(NC(=O)Cn3ccc(C(F)(F)F)n3)sc2C)cc1	1.0%	i	-1.6%	10.4%	7.3%	4.8%	0.2%	-0.1%	0.5%
COc1ccc(S(=O)(=O)N2CCC(N3CCCCC3)CC2)cc1	-3.0%	i	-0.8%	-2.5%	8.4%	14.3%	-2.0%	-1.8%	-0.3%
CCCCC1CC1C(=O)Nc1ncc2c(n1)CC(C)(C)CC2=O (configuration not stated)	-3.2%	i	-3.3%	5.2%	-7.4%	4.3%	-2.7%	-26.7%	-0.5%
Cc1ccc(C(C(=O)NCc2ccccc2)N(Cc2ccco2)C(=O)c2snc(C(N)=O)c2N)o1 (configuration not stated)	-0.4%	.	-0.7%	-1.7%	23.2%	11.0%	2.8%	-28.0%	-0.2%
CCn1ncc(C2=NOC(C(=O)NCc3ccccc3)C2)c1C (configuration not stated)	-0.4%	i	0.0%	-38.2%	-23.2%	-14.9%	0.2%	-150.4%	?
CN1CCN(C(=O)CN(c2cccc(Br)c2)S(=O)(=O)c2ccccc2)CC1	-0.8%	i	10.7%	-1.8%	-8.6%	-9.3%	-0.2%	-27.2%	-0.1%
CC(C)(C)Nc1c(-c2cccs2)nc2ccccn12	.	i	-2.2%	36.9%	-7.3%	-12.6%	0.0%	-28.6%[20 µM]	-0.7%
O=C(O)c1ccccc1N(Cc1ccccc1)C(=O)COc1ccccc1	.	i	-0.8%	11.2%	11.8%	-3.9%	1.4%	10.4%	0.7%
Cc1cccc(-[n+]2c(C)cc(C)c3c(=O)[nH]c(=O)[nH]c32)c1	-3.1%	i	-11.0%	17.7%	6.7%	-1.9%	3.0%	10.0%	-0.3%
Cc1ccccc1/C=C/C12NC(=O)CN1c1ccccc1C2(C)C (configuration not stated)	5.2%	i	-7.8%	-1.9%	-26.5%	-6.4%	1.1%	-22.6%	-1.0%
COc1ccc(NC(=O)C2=Cc3ccccc3OC2)cc1	3.0%	i	0.0%	-2.0%	-124.5%	-19.5%	-0.4%	-9.9%	0.9%
Cc1cccc(NC(=O)c2c(F)c(F)c(F)c(F)c2F)c1	-1.8%	i	-4.8%	?	5.2%	6.3%	-0.4%	6.6%	-0.4%
O=C(NC1CCCCC1)C(=O)c1c[nH]c2ccccc12	0.9%	.	-5.3%	2.5%	-11.5%	-51.5%	0.3%	3.2%	-0.4%
CCc1ccc(N=C2N=C(N)c3ccccc32)cc1	0.9%	i	0.7%	2.8%	-15.6%	-19.4%	6.0%	-70.2%	0.2%
COc1ccc(C(=O)N2CCc3cc(OC)c(OC)cc3C2)cc1OC	2.7%	i	-3.3%	-3.0%	4.4%	-15.7%	11.4%	-9.1%	0.7%
COc1cc(C2CC(=O)N3CN(Cc4ccco4)CSC3=C2C#N)ccc1OCc1ccccc1 (configuration not stated)	4.8%	i	18.0%	84.8%*	3.7%	-21.9%	1.4%	9.9%	0.3%
COc1cccc(C(=O)Nc2ccncc2)c1OC	-4.0%	.	-4.8%	13.2%	10.5%	-12.3%	0.3%	16.3%[20 µM]	-1.5%
CCSc1nnc(NC(=O)c2cc3c(s2)CCCC3)s1	22.0%	i	-3.2%	10.2%	-51.1%	-36.1%	-2.1%	-15.1%	-0.5%
CCOc1ccc(-c2c(C#N)c(N)nc3sc(C(=O)c4ccccc4)c(N)c23)cc1	8.3%	i	?	36.7%	-12.6%	-3.2%	30.1%	-26.4%	-0.3%
CCOC(=O)CSc1nc2sc3c(c2c(=O)n1CC)CC(C)(C)OC3	3.3%	i	-1.4%	45.7%	7.9%	-1.2%	-0.1%	-11.0%	-0.8%
CCOC(=O)c1cnc2c(ccc3ccccc32)c1NCCO	-2.0%	i	5.4%	10.2%	9.6%	-12.5%	1.8%	6.0%	0.1%
O=C(NCc1ccccc1)C1CCCN1C(=O)Nc1ccccc1[N+](=O)[O-] (configuration not stated)	-1.1%	.	-10.1%	-3.3%	-2.7%	-20.8%	1.0%	-40.9%[20 µM]	-0.5%
Cc1ccc(NC(=O)C2CCN(c3cnccn3)CC2)cc1	0.9%	i	2.3%	38.2%	6.7%	-14.1%	1.9%	-5.4%	0.0%

Four entries already listed, ordered by heavy-atom count, lowest first.
SMILES	KOR beta-arrestin-1	Yfh1-off respiration	NS5 inhibitors	AID2073	NOD2 inhibition	NOD1 inhibition	HIV peptide binding	KOR beta-arrestin-2	West Nile virus CPE	others
COc1cccc(C(=O)Nc2ccncc2)c1OC	-4.0%	.	-4.8%	13.2%	10.5%	-12.3%	0.3%	16.3%[20 µM]	-1.5%
Cc1cccc(NC(=O)c2c(F)c(F)c(F)c(F)c2F)c1	-1.8%	i	-4.8%	?	5.2%	6.3%	-0.4%	6.6%	-0.4%
COc1ccc(S(=O)(=O)N2CCC(N3CCCCC3)CC2)cc1	-3.0%	i	-0.8%	-2.5%	8.4%	14.3%	-2.0%	-1.8%	-0.3%
CN1CCN(C(=O)CN(c2cccc(Br)c2)S(=O)(=O)c2ccccc2)CC1	-0.8%	i	10.7%	-1.8%	-8.6%	-9.3%	-0.2%	-27.2%	-0.1%

Continued:
SMILES	KOR beta-arrestin-1	Yfh1-off respiration	NS5 inhibitors	AID2073	NOD2 inhibition	NOD1 inhibition	HIV peptide binding	KOR beta-arrestin-2	West Nile virus CPE	others
COc1ccc(OC)c(/C=N/NC(=O)c2[nH]ncc2Br)c1	1.4%	i	.	12.8%	1.9%	-1.9%	1.3%	-18.4%	-0.1%
O=C(CSc1nc(O)cc(=O)n1-c1ccccc1)Nc1ccc2c3c(cccc13)CC2	1.2%	i	-1.8%	38.5%	-0.7%	-14.5%	44.7%	-15.1%	-0.7%
Cc1ccccc1N/N=C/c1c(C)nc2ccccn12	-4.1%	.	1.3%	-3.2%	9.1%	-3.4%	-2.7%	-0.6%	-1.3%
O=C(CCS(=O)(=O)c1ccc(Cl)cc1)N1CCN(S(=O)(=O)c2cccs2)CC1	-2.0%	.	-10.5%	-11.6%	12.4%	-25.3%	-0.3%	-7.6%	.
O=C(COC(=O)/C=C/c1ccc(F)cc1)Nc1ccc(Cl)cn1	-2.2%	i	2.2%	20.9%	-22.8%	-33.5%	-0.1%	2.8%	-0.1%
COc1ccc([N+](=O)[O-])cc1NC(=O)CSc1nc(C)c(C)c(C)n1	8.9%	i	-0.7%	3.4%	10.2%	-5.5%	0.7%	-30.6%	-0.6%
CCOc1ccccc1CNC(=O)C1CCN(c2nnc(C)c3c(C)n(-c4ccc(C)cc4)nc23)CC1	-8.2%	.	-8.9%	21.0%	22.7%	19.5%	15.8%	-14.4%	0.5%
CC1CCCCN1C(=O)CSc1nnc(-c2c[nH]c3ccccc23)o1 (configuration not stated)	2.4%	i	-4.1%	-5.6%	-14.5%	-18.1%	-1.0%	-3.4%	-0.6%
CC(=O)Nc1ccc(S(=O)(=O)NC2CCS(=O)(=O)C2)cc1Cl (configuration not stated)	-5.7%	i	10.8%	2.3%	15.2%	3.8%	-1.0%	17.6%	-0.3%
COc1cc(C(=O)O[C@H]2CC(C)=CC[C@@]3(C)CC[C@@](O)(C(C)C)[C@H]23)ccc1O	-2.4%	.	0.7%	4.1%	-6.5%	-11.8%	-1.0%	-8.2%	-1.7%
Fc1cccc(Cl)c1Cn1nnc(-c2ccc3c(c2)OCO3)n1	-4.6%	i	-1.6%	-8.0%	-72.0%	-42.3%	-1.8%	30.3%	0.6%
Cc1cc(C)nc(N2CCCC(C(=O)Nc3nnc(C(C)(C)C)s3)C2)n1 (configuration not stated)	-6.1%	i	-4.0%	-4.9%	17.8%	-2.1%	-1.6%	-45.7%[20 µM]	-0.8%
COCCCNC(=O)c1cc(Sc2nnc(C)s2)nc2ccccc12	3.2%	i	1.7%	6.2%	1.9%	-1.7%	0.5%	7.0%	-0.7%
CCC1Oc2ccccc2N(CC(=O)NCCCN2CCC(C)CC2)C1=O (configuration not stated)	1.2%	i	-0.7%	0.3%	2.4%	-28.5%	2.9%	35.5%	-1.0%
CCN(CCCNC(=O)CCn1c(=O)[nH]c2ccccc2c1=O)c1ccccc1	3.4%	i	-1.6%	-3.7%	7.8%	-6.4%	1.0%	-35.2%	-0.3%
COc1cc2c(C(=O)N3CCN(c4ccccc4C)CC3)c(C)oc2cc1Br	-0.9%	i	11.2%	-3.7%	-10.0%	10.8%	5.9%	14.1%	-0.7%
O=C(O)Cn1cnc2scc(-c3cccs3)c2c1=O	-1.8%	.	-3.3%	9.3%	8.9%	-19.0%	11.0%	-1.6%	.
Cc1ccc(O)c(N=Cc2ccc(C)s2)c1	-0.6%	i	2.2%	7.0%	-9.3%	-32.0%	10.0%	6.0%	-1.1%
CCC1=C(OC(=O)N(CC)CC)N2C(=O)OC(=NCc3ccccc3)[C@]2(C)[C@H]2C1=CC[C@H]1C(=O)N(CC(=O)OC)C(=O)[C@H]12	3.9%	i	0.8%	15.4%	2.2%	-5.4%	-0.1%	2.4%	-0.3%
COc1cc(C(=O)NCc2nnc(SCC(=O)Nc3c(C)cc(C)cc3C)o2)cc(OC)c1OC	-1.4%	.	-1.8%	0.5%	15.3%	-25.2%	0.1%	-24.0%	0.0%
CC(C)NC(=O)CN1C(=O)c2ccccc2S1(=O)=O	.	i	-0.7%	-9.1%	-18.7%	-25.2%	-0.7%	-21.4%[20 µM]	-0.1%
Cc1cc(-c2ccccc2)c2ccc(NC(=O)C(C)(C)C)nc2n1	.	.	-4.0%	12.1%	8.1%	-20.8%	-0.7%	-28.1%[20 µM]	-0.2%	NS5 inhibitors pilot replicate=0.9
Cc1c(C)n(CCN(C)C)c2ncnc(NCc3ccccc3)c12	-1.4%	.	2.3%	3.2%	9.2%	-6.3%	0.2%	-8.4%	-1.1%
CCCN(CC1CCCO1)C(=O)c1cc(COc2cccc(OC)c2)on1 (configuration not stated)	-2.2%	.	2.6%	-3.0%	-1.5%	-25.8%	0.2%	1.0%	-0.5%
Cc1cc2c(cc1S(=O)(=O)N1CCN(c3ccccc3)CC1)OCCN2C	-7.1%	.	2.1%	5.0%	1.9%	-27.8%	-3.3%	2.2%[20 µM]	-0.2%
CCC(=O)N1N=C(c2cccs2)CC1c1ccc(OC)cc1 (configuration not stated)	3.0%	.	-0.7%	0.6%	7.9%	-12.2%	1.9%	-58.8%[20 µM]	-1.4%	NS5 inhibitors pilot replicate=-0.6
NS(=O)(=O)c1ccc(CCNC(=O)CCCOc2ccccc2)cc1	-6.1%	i	1.5%	-2.8%	8.7%	-20.6%	3.4%	0.4%	0.1%
O=C(CNCc1ccco1)Nc1ccc(N2CCCCCC2)cc1	-1.3%	i	-0.8%	-11.7%	12.7%	-25.5%	0.1%	-3.8%	-0.7%
